Source: PubChem BioAssay (several laboratories)
MEX-5 binding: C. elegans MEX-5 TCR-2 RNA binding activity; Q9XUB2; MEX-5/FITC-TCR2 RNA binding, fluorescence polarization; active compounds read low; activity score (negative = inhibition of binding), % at 10 µM; actives 0.38% (n = 300,000); AID 1832;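 active = inhibition past about -25% in most replicates, and total fluorescence under double the plate's negative control median, limit read from the data; inconclusive = replicates evenly split on the limit, or fluorescence at least double controls; inactive = too little inhibition in most replicates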;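 note: 0% = DMSO and -100% = 5 µM competing unlabeled TCR2 RNA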
Target sequence (Q9XUB2 whole entry, looked up): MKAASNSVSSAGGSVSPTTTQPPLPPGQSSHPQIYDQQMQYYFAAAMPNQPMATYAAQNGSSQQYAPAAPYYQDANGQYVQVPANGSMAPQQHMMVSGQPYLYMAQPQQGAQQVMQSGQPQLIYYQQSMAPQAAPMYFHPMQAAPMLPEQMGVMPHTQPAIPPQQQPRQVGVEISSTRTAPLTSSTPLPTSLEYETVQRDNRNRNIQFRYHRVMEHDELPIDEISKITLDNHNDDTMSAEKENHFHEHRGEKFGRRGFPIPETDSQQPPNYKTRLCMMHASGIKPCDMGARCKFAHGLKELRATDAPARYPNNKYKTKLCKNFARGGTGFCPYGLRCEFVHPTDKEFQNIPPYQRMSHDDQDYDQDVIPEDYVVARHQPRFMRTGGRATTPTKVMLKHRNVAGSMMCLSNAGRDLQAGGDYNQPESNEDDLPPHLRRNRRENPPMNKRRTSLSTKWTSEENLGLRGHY
Fam108B inh: counter-screen for RBBP9 inhibitors: inhibitors of mouse Fam108B; inhibition, % at 9.51 µM; recombinant Fam108B, FP-Rh probe fluorescence polarization; actives 0.33% (n = 300,000);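 active = inhibition above the screen mean inhibition plus 3 SD, computed separately per campaign, cut at about 18% in these data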;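 note: inhibitors lower polarization as less probe binds the enzyme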
ZTA counter: blocks Epstein-Barr virus ZTA, an EBNA-1 counter-screen; inhibition, % at 11 µM; actives 0.15% (n = 320,000); ZTA-DNA binding, fluorescence polarization; P03206; in the data active = inhibition above about 33%
Target sequence (P03206 whole entry, looked up): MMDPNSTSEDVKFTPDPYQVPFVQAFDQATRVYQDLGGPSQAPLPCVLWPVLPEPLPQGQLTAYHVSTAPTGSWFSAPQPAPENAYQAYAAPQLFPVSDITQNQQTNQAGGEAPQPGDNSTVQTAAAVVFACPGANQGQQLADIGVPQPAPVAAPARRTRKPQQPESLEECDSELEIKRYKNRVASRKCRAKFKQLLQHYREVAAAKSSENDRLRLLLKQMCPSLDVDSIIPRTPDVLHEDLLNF
EBNA-1 inhibitor: blocks EBNA-1 binding to DNA. AID 1950. inhibition, % at 14.8 µM. actives 0.34% (n = 300,000). EBNA-1 DNA binding, fluorescence polarization; in the data active = inhibition above about 28%
GLD-1 TGE inh: GLD-1-TGE RNA interaction inhibition (C. elegans); actives 0.44% (n = 320,000); Q17339; inhibition, % at 5.96 µM; purified GLD-1 + fluorescein TGE RNA, fluorescence polarization; AID 2280;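 active = percent inhibition above a per-plate cutoff, the plate mean of test compounds plus 3 SD, cut at about 30% in these data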;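 note: 0% = DMSO wells with GLD-1 and probe and 100% = wells lacking GLD-1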
MCL1-BIM inh: inhibitors of human MCL1 binding to BIM-BH3 peptide; Q07820; GST-MCL1 / FITC-Bim-BH3 fluorescence polarization; inhibition, % at 10.9 µM; actives 0.68% (n = 320,000);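 active = inhibition above the mean inhibition of all tested compounds plus 3 SD, set per campaign, cut at about 40% in these data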;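 note: 0% = DMSO wells and 100% = unlabeled Bim-BH3 peptide control; higher means more loss of mP so more displacement of Bim peptide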
Efflux pump mplx: antifungal efflux pump inhibition, Nile Red retention. S. cerevisiae Candida pump triplex. inhibition, % at 10 µM. actives 0.44% (n = 330,000);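 active = plate passing quality check with inhibition over a set limit, or well fluorescence over plate mean plus 4 SD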;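 note: Nile Red retained in pooled yeast measured as flow cytometry median fluorescence; 0% = buffer negative control and 100% = Enniatin B positive control; higher means more Nile Red kept so more efflux inhibition; some compounds called inactive have numbers as strong as hits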
CR mimetic SO: lowers age-related superoxide in aged yeast cells; AID 2690; superoxide response (% of plate mean), % at 10 µM; S. cerevisiae aged cells, superoxide DHE fluorescence; active compounds read low; actives 0.18% (n = 330,000);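 active = superoxide response under a set limit, about three screen SD below normal, cut at about 65% in these data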;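 note: yeast aged for seven days with compound at 30 °C before DHE staining; 100% = average MFI of all compound-treated wells on the plate with controls excluded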
Bcl-xL primary: blocks human Bcl-xL binding to Bim BH3 peptide. Q07817. GST-Bcl-xL / FITC-Bim BH3 peptide fluorescence polarization. inhibition, % at 10.9 µM. actives 0.7% (n = 320,000);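 active = inhibition above the mean of all tested compounds plus 3 SD, cutoff set per campaign, cut at about 30% in these data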;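 note: 0% = DMSO wells and 100% = unlabeled Bim-BH3 peptide competitor; inhibitors lower millipolarization by displacing the labeled peptide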
Target sequence (Q07817 whole entry, looked up): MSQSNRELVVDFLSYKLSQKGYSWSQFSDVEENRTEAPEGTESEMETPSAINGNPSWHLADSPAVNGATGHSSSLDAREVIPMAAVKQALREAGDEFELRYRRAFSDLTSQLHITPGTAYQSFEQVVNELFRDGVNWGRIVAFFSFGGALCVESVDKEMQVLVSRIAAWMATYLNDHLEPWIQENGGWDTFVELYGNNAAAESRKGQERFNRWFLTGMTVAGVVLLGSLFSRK
Starred values were filed as active, the others as inactive; ? = inconclusive; . = not tested or not shown; & = joins results of further samples.

SMILES	MEX-5 binding	Fam108B inh	ZTA counter	EBNA-1 inhibitor	GLD-1 TGE inh	MCL1-BIM inh	Efflux pump mplx	CR mimetic SO	Bcl-xL primary
CCOc1ccc(CCNC(=O)COC(=O)C2=NNC(=O)CC2)cc1OCC	-1.1	2	-3	-16	0	-1	0.3	100	-7
Cc1ccc(-c2nc3ccccn3c2Nc2ccccc2)o1	0.6	-2	-1	8	3	-1	-0.1	89	4
O=C(NCCN1CCOCC1)c1ccc2c(c1)N(Cc1ccccc1)C(=O)CS2	-0.6	-1	9	3	5	1	-0.1	102	5
CC(=O)c1c(C)[nH]c(C(=O)COc2ccc(C#N)cc2)c1C	-0.1	-2	-8	4	1	1	0.0	102	-2
O=c1[nH]cnc2nc3n(c12)CCCCC3	3.8	-1	8	-13	9	7	0.1	95	4
COc1ccc(CCn2ccc(O)c(Cc3c(F)cccc3Cl)c2=O)cc1OC	1.7	1	-7	6	-5	2	-0.1	98	9
O=C(Nc1ccccc1)c1cccc(C(F)(F)F)c1	-0.2	5	7	4	-4	3	-0.1	108	5
CC(NC(=O)c1ccccc1)C(=O)N/N=C/c1ccco1 (stereo not drawn)	0.6	-2	-1	-8	-1	11	0.1	94	9
COc1cccc2c1OCC([C@@H]1C[C@H]3CN(Cc4cccc(Cl)c4)C(=O)[C@]34CCCN14)=C2	0.1	-5	-1	-5	2	3	0.7	105	4
Cc1cccc(NC(=O)CSc2nnc(-c3ccc(S(=O)(=O)N4CCCC4)cc3)o2)c1	0.1	-2	-12	-3	-2	6	-0.1	80	1
CCOC(=O)c1cnc2c(-c3ccccc3)cnn2c1N	-2.4	-3	4	-3	3	1	0.0	110	-3
CCOC(=O)CSc1nnc(-c2ccccc2)c(=O)[nH]1	1.4	4	-1	-2	-2	6	0.0	107	2
Cc1ccc(C(=O)Nc2ccc(OCc3ccccc3)cc2)cc1[N+](=O)[O-]	1.7	1	-14	-11	10	0	-0.1	122	-2
C[C@@H](C(=O)CC(=O)OC(C)(C)C)[C@@H](O)c1ccccc1	0.2	3	2	14	3	-2	-0.1	106	1
COc1ccc(N2CCN(CC(O)COc3cc(C)ccc3C)CC2)cc1 (stereo not drawn)	1.4	3	11	10	4	6	-0.2	83	6
CCCN1C2=NCCN2c2ccccc21	-2.9	-4	5	11	1	2	-0.1	103	3
CCCn1c(-c2ccc(OC)cc2)nc2ccccc21	-0.7	1	0	-1	-3	5	0.1	105	3
CS(=O)(=O)N(CC(=O)NCCSc1ccccn1)c1cccc2ccccc12	1.2	1	7	-1	-7	12	0.2	101	8
CCn1c(C)cs/c1=N\S(=O)(=O)c1ccccc1	-0.4	-1	-26	-7	5	-5	-0.1	96	0
O=C(O)C1=CC[C@@H](c2ccc(Cl)cc2)N(S(=O)(=O)c2ccc(Cl)cc2)[C@H]1c1ccccc1	.	-4	7	11	2	11	-0.1	92	7
Cc1nnc(SCc2ccc(Cl)cc2Cl)[nH]c1=O	-2.0	1	12	10	0	4	0.1	93	6
CN(CC(=O)Nc1ccccc1Cl)C(=O)CSc1nnc(-c2ccco2)n1C	.	.	8	.	3	-3	-0.1	79	-6
O=C(N1CCCCC1)C12CC3CC(CC(C3)C1)C2	2.7	3	3	-8	2	-2	0.1	91	-2
Cn1nnnc1SCC(=O)N1CCc2ccccc2C1	.	1	-6	-6	3	0	0.0	85	4
O=C(Nc1ncc([N+](=O)[O-])s1)c1cccs1	-4.7&0.4	-1&0	0&-10	-9&-8	-16&-18	-10&-5	0.2&0.6	92&95	-13&-7

The closing three records of the part above are carried over, then new ones follow.
SMILES	MEX-5 binding	Fam108B inh	ZTA counter	EBNA-1 inhibitor	GLD-1 TGE inh	MCL1-BIM inh	Efflux pump mplx	CR mimetic SO	Bcl-xL primary
O=C(N1CCCCC1)C12CC3CC(CC(C3)C1)C2	2.7	3	3	-8	2	-2	0.1	91	-2
Cn1nnnc1SCC(=O)N1CCc2ccccc2C1	.	1	-6	-6	3	0	0.0	85	4
O=C(Nc1ncc([N+](=O)[O-])s1)c1cccs1	-4.7&0.4	-1&0	0&-10	-9&-8	-16&-18	-10&-5	0.2&0.6	92&95	-13&-7
Cc1cc(NC(=O)COC(=O)c2cc(S(=O)(=O)N3CCOCC3)ccc2N2CCCCC2)no1	3.1	1	-15	-16	-3	-11	0.4	97	-8
CC(C)[C@H](N)c1cn([C@@H](CO)C(=O)N2CCNCC2)nn1	.	3	8	1	4	3	-0.1	102	1
COc1ccc(C2C(C(=O)NCCN3CCOCC3)c3ccccc3C(=O)N2C2CCCCC2)cc1 (stereo not drawn)	2.9	0	2	9	-1	-2	0.0	92	2
CCOc1ccc(-c2c(C(=O)N/N=C(\C)c3cccnc3)nnn2-c2nonc2N)cc1	2.1	2	-1	-6	0	4	-0.1	89	6
COCCN(CC1CCCN(C2Cc3ccccc3C2)C1)C(=O)CCC(F)(F)F (stereo not drawn)	1.3	-3	11	6	1	5	-0.1	114	8
Cc1ccc(-c2cc(C(=O)NCc3cccnc3)no2)cc1	-2.9	-6	7	0	-1	-6	0.1	106	-1
O=c1c2ccccc2cnn1Cc1n[nH]c(=S)n1-c1ccc(Cl)cc1	1.6	-2	1	-9	6	-11	0.1	101	-14
CCOC(=O)NC(=O)C(=CNNc1ncc(C(F)(F)F)cc1Cl)C(=O)NC(=O)OCC	-1.9	-2	3	-4	3	2	0.0	95	-3
COc1ccc(/C=C2\SC(=S)N(CCCC(=O)Nc3cc(C)on3)C2=O)cc1OC	?	-5	-11	-14	-13	-10	0.6	105	-7
CCOc1cc(-c2noc(-c3ccncc3)n2)cc(Br)c1OC	-0.6	1	5	6	-3	2	0.2	84	10
Cc1cccc(N2CC(C(=O)Nc3ccc4c(c3)OCCO4)CC2=O)c1C (stereo not drawn)	-0.7	0	10	5	-2	7	-0.1	99	1
O=C(Nc1ccc(F)c(Cl)c1)C1CCN(S(=O)(=O)c2cccnc2)CC1	-2.5	-5	17	5	-1	5	-0.2	92	4
COc1ccccc1NC(=S)N(Cc1ccccn1)Cc1ccccc1Cl	-1.7	-6	-7	-2	-6	-1	0.2	101	-3
COc1ccccc1C(=O)OCCNC(=O)Cn1cnc2c1c(=O)n(C)c(=O)n2C	-0.1	6	0	-15	6	10	0.2	88	5
COc1ccc(NC(C)=O)cc1NC(=O)CSc1nnc(-c2ccncc2)n1C	3.8	1	4	7	6	3	-0.1	101	5
O=C(Nc1ccc2[nH]c(=O)[nH]c2c1)c1c(F)c(F)c(F)c(F)c1F	-0.3	-5	11	5	-1	3	0.1	108	5
COc1ccc(OC2CCN(S(=O)(=O)c3ccc(OC)cc3)CC2)cc1	-0.8	0	3	-24	-10	-5	0.0	120	-3
O=c1c2ccccc2nc(-c2ccccc2)n1Cc1ccccc1	2.6	1	-11	-4	-2	-3	-0.1	99	-1
COc1cc(/C=C/C(=O)OCC(=O)N2CCN(S(=O)(=O)c3ccc(C)cc3C)CC2)ccc1O	3.5	-5	4	-5	2	8	-0.1	99	4
Cc1oc(-c2ccccc2)nc1C(=O)O	0.6	3	-5	4	4	1	0.0	100	2
CCc1nnc(NS(=O)(=O)c2ccc(N/C=C\C(=O)c3cccc4ccccc34)cc2)s1	2.0	-3	16	14	-9	-14	-0.2	105	1
CCC(=O)Nc1ccc(-c2ccc(NC(=O)CC)c(OC)c2)cc1OC	0.8	5	2	-5	-1	3	-0.2	101	6
CCn1cc(Br)c(C(=O)Nc2ccc(OC)cc2)n1	1.3	-1	1	-3	2	-4	0.0	83	0
O=S(=O)(NC1CCCCC1NCc1ccco1)c1ccccc1 (stereo not drawn)	4.6	-8	-6	-21	8	0	0.2	113	-1
CCC(=O)NC(c1ccccc1OC)c1ccc2cccnc2c1O (stereo not drawn)	0.0	1	-7	-2	2	8	-0.2	70	8
SMILES	MEX-5 binding	Fam108B inh	ZTA counter	EBNA-1 inhibitor	GLD-1 TGE inh	MCL1-BIM inh	Efflux pump mplx	CR mimetic SO	Bcl-xL primary
CC1(C)COCN1S(=O)(=O)c1ccc(C(=O)Nc2nnc(-c3ccc(Cl)s3)o2)cc1	-1.2	2	-14	-1	4	7	-0.2	123	6
CC(Oc1ccc2ccc(=O)oc2c1)C(=O)N1CCOCC1 (stereo not drawn)	0.0	1	10	4	0	-20	-0.1	73	-4
COc1cccc(C(=O)Nc2ccc(-c3nnc(-c4ccco4)o3)cc2)c1	0.5	-9	-7	-2	2	-4	0.0	93	1
Cc1cc(OCC(=O)OCC(=O)NC2CCCC2)ccc1Cl	.	.	-6	.	0	6	0.2	122	3
CCC(C)N(C(=O)CSc1nnc(COc2ccccc2F)n1N)C1CCS(=O)(=O)C1 (stereo not drawn)	0.4	1	-8	-1	4	-1	0.0	111	-3
OC1CCCN(c2ncnc3c2nnn3Cc2c(F)cccc2Cl)C1 (stereo not drawn)	2.2	-4	4	-7	2	-1	0.0	89	0
COc1ccc(N2C(=O)CC(Sc3nnnn3-c3ccc(F)cc3)C2=O)cc1 (stereo not drawn)	-1.2	0	11	-4	5	-12	0.0	109	-6
O=c1cc(CO)oc(C(Nc2ccccn2)c2ccc(C(F)(F)F)cc2)c1O (stereo not drawn)	0.9	7	9	9	0	24	0.0	96	7
O=C(COc1cccc2c1CCN(Cc1ccccc1F)C2=O)N1CCOCC1	0.5	2	24	4	5	0	0.1	104	3
CCOC(=O)C1CCN(Cc2cc(=O)n3c(-c4ccccc4)csc3n2)CC1	0.0	0	-4	2	1	1	0.0	89	5
O=C(c1ccncc1)N1CCCC(N2CCN(c3ccc(F)cc3)CC2)C1 (stereo not drawn)	0.7	1	-1	5	7	3	1.7	84	-1
COCCCNC(=O)CN(C1CCCCC1)S(=O)(=O)c1ccc(C)cc1	-0.5	5	2	1	6	2	0.0	99	5
Cc1ccc(-c2[nH]c3ccccc3c2SCCNC(=O)c2ccc(S(=O)(=O)N3CCOCC3)cc2)cc1	0.9	2	-2	11	-2	-1	0.0	90	1
Cc1cc(C)n(CC(=O)N/N=C/c2ccc3c(c2)OCO3)n1	1.3	2	-4	-11	-16	1	0.0	99	-4
Cc1cc(C)cc(N=c2c([N+](=O)[O-])nn(-c3cccc(Cl)c3)n2O)c1	-0.7	2	1	-1	4	1	0.1	99	-4
COc1ccccc1-n1c(N)c(C(=O)NCC2CCCO2)c2nc3ccccc3nc21 (stereo not drawn)	0.1	0	14	4	-1	6	0.4	111	3
Cc1ccc(-n2c(SCc3cc(=O)n4ccsc4n3)nnc2-c2cccnc2)c(C)c1	-2.6	1	14	-3	4	-1	0.0	108	-2
CC1CCc2c(sc3nc(CSc4nnnn4C)[nH]c(=O)c23)C1 (stereo not drawn)	-0.9	-3	-8	6	-4	-3	-0.1	85	0
O=C(c1cccc(C(F)(F)F)c1)C1CCCN(C(=O)CCCn2cncn2)C1 (stereo not drawn)	0.8	3	6	-1	8	14	0.0	100	4
Cc1ccc2[nH]c3c(=O)n(CC(=O)NCCCN(C)Cc4ccccc4)ncc3c2c1	-0.9	0	6	13	-3	0	0.0	100	2
COc1ccc(-c2nn(C)c3sc(C(=O)NCCN(C)C)cc23)cc1OC	2.3	-10	12	5	1	3	-0.1	128	4
CN1CCCN(C(=O)Cc2c(Cl)cccc2Cl)c2nc3ccccc3nc21	0.8	0	-1	-4	4	8	-0.2	100	3
CC(=O)N1N=C(c2ccccc2)CC1c1cn(Cc2ccccc2)c2ccccc12 (stereo not drawn)	-1.1	-7	4	2	6	0	-0.6	106	2
CCc1nnc(NC(=O)c2ccc(S(=O)(=O)NCC(C)C)cc2)s1	0.2	-1	12	7	5	5	0.0	106	4
